AMA1-RON2 inh: disrupts binding of P. falciparum AMA1 to RON2; AlphaScreen AMA1-biotinylated RON2 peptide binding; Potency, µM (highest dose often 58.2 µM), for inactives: at the top dose activity change, negative = inhibition, usual class: inhibitors; 360,000 tested, 0.2% active; AID 720542;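 note: 0% = vehicle wells and -100% = peptide control; nearly all actives have a fitted effect of over 45% in size; some results filed as inactive show a strong effect at the top dose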
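AMA1 (3D7) with his tag at 25 nM final met compounds first, then biotinylated RON2 peptide at 25 nM; detection used donor plus acceptor beads, 10 µg/mL apiece, read by AlphaScreen after 30 min at room temperature.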
Tb PYK inh: inhibitors of Trypanosoma brucei pyruvate kinase | 410,000 tested, 0.12% active | TbPYK enzyme, Kinase-Glo Plus ATP luminescence, 45 min | AID 624173 | Potency, µM (top dose mostly 76.8 µM), for the others: top-dose activity, negative = inhibition, most hits filed as inhibitors | Q57TT1; note: nearly all actives have a fitted effect of over 50% in size
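TbPYK + substrate in 50 mM TEA pH 7.2, 100 mM KCl, 10 mM MgCl2, 0.05% BSA, 0.01% Tween-20; cpd pinned; ADP 130 uM final; 45 min RT; Kinase-Glo Plus 10 min; luminescence endpoint.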
* = called active by the depositor; u = inconclusive; [ ] = another dose, or the depositor's remark. Calls come from the whole dose curve; as a rule, active = well fitted curve in the direction sought with a large enough effect; inconclusive = small, poorly fitted or top-dose-only effect, or another doubt; inactive = no such curve, though single readings can be large; an effect the other way counts as inactive or inconclusive. Unless noted, % is set by controls: 0 for no effect and ±100 for the full control effect; potency is the fitted concentration of half-maximal effect. This is a subset (hit frequency here may not be typical).

SMILES	AMA1-RON2 inh	Tb PYK inh
COc1cc2cc(C)c(Br)c(OC)c2cc1OC	-10.0%	-1.3%
Cc1cc(NC(=O)c2cc3cc([N+](=O)[O-])ccc3s2)no1	10.5%	-1.2%
CCN(CC)c1ccc(S(=O)(=O)N2CCOCC2)cc1NC(=O)CNCc1cccc(Cl)c1	-1.9%	1.2%
CC(C)COc1ccc(C(=O)NNC(=O)CCC(=O)c2cccs2)cc1	84.8%[activator]	0.0%
CN(C)Cc1csc(NC(=O)Nc2cccc(Cl)c2)n1	49.3%[activator]	-5.5%
CC(=O)OC1CCC2(C)C(CCC3C4CC=C(C(C)=O)C4(C)OC(=O)CC32)C1 (stereo not given)	19.3%	0.7%
C=CC[C@H](CC(=O)N(CCO)Cc1ccccc1)C(=O)N[C@H](COC(=O)[C@@H](CC=C)Cc1ccc(F)cc1)Cc1c[nH]c2ccccc12	-17.6%	-5.0%
Cc1ccccc1C1N=C2Oc3ccccc3C=C2C(=O)N1 (stereo not given)	31.5%	0.4%
O=C(NCc1ccc(Cl)c(Cl)c1)c1cc(C2CCCCN2C(=O)c2cccs2)on1 (stereo not given)	-12.1%	0.2%
O=C(OCc1cn([C@@H]2C[C@H](c3ccccc3)N(Cc3cccs3)C[C@H]2O)nn1)c1ccccc1	-3.9%	-1.4%

In the list so far, these have a carbonyl joined to an NH by a bond outside any ring:
SMILES	AMA1-RON2 inh	Tb PYK inh
Cc1cc(NC(=O)c2cc3cc([N+](=O)[O-])ccc3s2)no1	10.5%	-1.2%
CCN(CC)c1ccc(S(=O)(=O)N2CCOCC2)cc1NC(=O)CNCc1cccc(Cl)c1	-1.9%	1.2%
CC(C)COc1ccc(C(=O)NNC(=O)CCC(=O)c2cccs2)cc1	84.8%[activator]	0.0%
CN(C)Cc1csc(NC(=O)Nc2cccc(Cl)c2)n1	49.3%[activator]	-5.5%
C=CC[C@H](CC(=O)N(CCO)Cc1ccccc1)C(=O)N[C@H](COC(=O)[C@@H](CC=C)Cc1ccc(F)cc1)Cc1c[nH]c2ccccc12	-17.6%	-5.0%
O=C(NCc1ccc(Cl)c(Cl)c1)c1cc(C2CCCCN2C(=O)c2cccs2)on1 (stereo not given)	-12.1%	0.2%

Next part
SMILES	AMA1-RON2 inh	Tb PYK inh
COc1ccc(C(=O)N2CCC(C)(C(=O)NS(=O)(=O)C3CC3)C2)cc1 (stereo not given)	-1.5%	-6.6%
CC(C)C(=O)Nc1cccc(COc2cccc(CN(Cc3ccccc3)C(=O)OC(C)(C)C)c2)c1	19.2%	0.3%
O=C(CNC(=O)c1ccco1)NNC(=O)c1cccc(Cl)c1	37.1%[activator]	3.1%
Cc1ccc([C@H]2C[C@H](O)[C@@H](n3cc(-c4ccc(F)cc4)nn3)CN2C(=O)C2CCCCC2)cc1	-4.7%	11.8%
O=C(NCCO)c1cccc(-c2cccc3nccn23)c1	4.1%	5.0%
CCOC(=O)c1cc(-c2ccccc2)nn1CC1CC(c2ccc(Cl)cc2)=NO1 (stereo not given)	0.8%	8.6%
CCCCCCCCCCCCN1[C@@H](CC(=O)OC)c2cc(F)ccc2S1(=O)=O	18.1%	1.8%
Cc1cc(Br)cn2c(Cc3cccc(F)c3)c(-c3ccc(C#N)cc3)nc12	4.2%	-0.2%
Cc1cc(C)c(NC(=O)COC(=O)C2=COCCO2)c(C)c1	1.2%	-6.4%
COC(=O)Cc1ccc(NC(=S)N2CCN(CCO)CC2)cc1	9.6%	-4.0%
Cc1ccc([C@H]2C[C@@H](O)[C@H](n3cc(COC(=O)c4ccccc4)nn3)CN2C(=O)c2cccs2)cc1	0.1%	-0.6%
CCOC(=O)[C@H]1[C@H]2COc3cc(OC)ccc3[C@@H]2N2C(=O)CN(C)C(=O)[C@@]12C	6.3%	-1.0%
COc1cc(NCCCn2cnc(C(=O)Nc3ccc(C)c(C)c3)n2)cc(OC)c1OC	-13.5%	-3.5%
O=C(O)C(Cc1ccccc1)NC(=O)C(Cc1ccccc1)NC(=O)C12CC3CC(CC(C3)C1)C2 (stereo not given)	7.9%	1.8%
C=CCCC(=O)N1C[C@H]2CON(C)[C@H]2C[C@H]1c1cccc(Oc2ccccc2)c1	-3.8%	2.2%
COc1ccc2c(c1)CC=C1C2CCC2(C)C(=O)C(=NO)CC12 (stereo not given)	5.7%	-2.4%
OC(CSc1nnnn1-c1ccccc1)Cn1c2ccccc2c2ccccc21 (stereo not given)	-14.4%	3.0%
O=C(CC1C[C@H](C(=O)N2CCCCC2)[C@@]2(CCc3ccccc3)c3[nH]c4ccccc4c3CCN2C1=O)NCCc1ccccn1 (stereo not given in full)	6.6%	-1.1%
CCN(CC)C(=O)C1=C(C)N(Cc2ccc(F)cc2)C(=O)C(CC(=O)NCCCN(C)C)C1 (stereo not given)	-0.1%	3.6%
CCOC(=O)C1CCCN(C(=O)COC(=O)c2cccs2)C1 (stereo not given)	-2.9%	-1.3%
CC(C)(O)CN(CCCNC(=S)Nc1ccccc1)C(=S)Nc1ccccc1	3.9%	-17.5%
OCC1CSC(=S)N1Cc1ccccc1 (stereo not given)	1.6%	-4.9%
O=c1c(-c2ccccc2)cocc1-c1ccccc1	0.8%	-5.9%
CCCCCCCCN1C(=O)[C@H](CC(=O)N2CCN(C(=O)C3CC3)CC2)C[C@@]2(C(=O)OCC)CCCC=C12	54.5%[activator]	-5.5%
CCOc1ccc(NC(=O)COC(=O)CN2CCCCCC2=O)cc1	-1.2%	-4.8%
Cc1[nH]c2ccccc2c1C(=O)COC(=O)c1ccccc1O	-2.9%	-1.8%
COc1ccccc1N(C)S(=O)(=O)c1ccc(C(=O)N(C)Cc2cccc(OC)c2OC)cc1	-0.5%	-2.0%
COc1ccc(C2=Cc3ccc(OC(C)=O)cc3OC2)cc1	4.9%	0.1%
COC(=O)C1=C[C@@H](C(=O)OC)[C@@H]2C3=C(C(=O)[C@@]2(C)NC(=O)c2ccccc2)[C@H](C)n2c(=O)n(C)c(=O)n2[C@@H]3C1	23.3%	-8.0%
O=C(CC[C@H]1O[C@@H](n2ccc(=O)[nH]c2=O)[C@H](O)[C@@H]1O)N[C@H](Cc1ccccc1)C(=O)NCc1ccccc1	16.2%	0.4%
C[C@]12c3[nH]c4cc(-c5ccco5)ccc4c3CCN1C(=O)[C@@H](CC(=O)NCC13CC4CC(CC(C4)C1)C3)C[C@@H]2C(=O)N1CCOCC1	u	-3.6%
CCCNC(=O)C1(C)CCCN(C(=O)c2c(F)ccc(C)c2F)C1 (stereo not given)	-6.8%	-9.6%
Cn1c2ccccc2c2ccc3c(c21)C(=O)C=CC3=O	-4.1%	22.4µM*
CCOC(=O)C(=C1Nc2ccccc2N1)n1c(-c2ccco2)nc2ccccc21	25.2%	u
CCC(CC)C(=O)N(C)c1c(C)nc2c(OCC(=O)C(C)(C)C)cccn12	1.9%	-6.6%
CCOC(=O)Nc1ccc(N2CCOCC2)c(S(=O)(=O)Nc2ccc(Cl)cc2)c1	-3.4%	2.4%
CCCCCCN1C[C@H](O)[C@@H](n2cc(C3CC3)nn2)C[C@@H]1c1ccc(C)cc1	-10.8%	2.4%
CCOC(=O)C[C@H]1c2cc(F)ccc2S(=O)(=O)N1C(C)C	3.8%	-1.1%
CC1(C(=O)NS(=O)(=O)c2cccc(C#N)c2)CCN1C(=O)C1(c2ccc(Cl)cc2)CC1 (stereo not given)	-7.2%	0.3%
c1ccc(CN2CCN(c3nc(N4CCOCC4)c4ccccc4n3)CC2)cc1	51.7%[activator]	-4.3%
CNc1cc(-c2cccc(N(C)C)c2)ncn1	12.7%	-3.1%
COc1ccc(CN2CCCCCC2)cc1OC	-8.7%	-2.7%
Cc1ccccc1CNC(=O)c1[nH]c(C(F)(F)F)nc1-c1ccccc1	-4.1%	1.9%
O=C(COC(=O)Cc1ccc(S(=O)(=O)N2CCOCC2)s1)Nc1ccccc1	19.5%	7.7%
Cc1ccc(CN(C)C(=O)c2cccc(S(=O)(=O)N3CCCC3)c2)o1	-5.4%	u
N#Cc1nccc2ccc(OCc3ccc(Br)cc3)cc12	0.0%	5.1%
COc1cccc2c3cccc(OC)c3c3[nH]cnc3c12	-26.2%	-6.2%
COc1ccc(CN(C)C(=O)Cn2cnc3c(OCc4ccccc4)ncnc32)cc1OC	-3.0%	5.5%
COc1ccc(C(=O)NCC(C)(C)CNC(=O)c2ccc(OC)c(OC)c2)cc1OC	-5.6%	-8.0%
COc1ccccc1Cn1c(=O)oc2ccccc21	12.7%	-5.1%
(listing goes on)
SMILES	AMA1-RON2 inh	Tb PYK inh
COC(=O)C[C@H](NC(=O)Cn1cc(C)c(=O)[nH]c1=O)C(=O)OC	-2.5%	0.7%
O=C(O)c1ccccc1C(=O)Nc1ccc(Nc2ccccc2)cc1	-10.0%	-5.9%
C[C@]12C=CC(=O)C=C1CC[C@@H]1C2=CC[C@]2(C)[C@@H](C(=O)CN3CCN(c4cc(N5CCCC5)nc(N5CCCC5)n4)CC3)CC[C@@H]12	-14.3%	3.1%
COc1ccc(CC2C(=O)NC(C)C(=O)N(C)C3Cc4ccc(cc4)Oc4cc(ccc4O)CC(C(=O)NC(C)C(=O)NC(C)C(=O)N2C)N(C)C3=O)cc1 (stereo not given)	13.5%	3.9%
COC(=O)C(=O)C1CCc2c(Cl)cc(OC)c(OC)c2C1=O (stereo not given)	23.9%	-12.0%
O=C(NC1CC1)c1cccc(NC(=O)C2CCCCC2)c1	2.1%	-2.6%
CCc1c(C)c(C#N)c2nc3ccccc3n2c1NCCCN(C)C	10.9%	2.1%
CC(C)(C)n1nnnc1C(c1ccccc1)N1CCN(c2ccccc2)CC1 (stereo not given)	-11.9%	5.2%
O=C(O)CN1C(=O)C=CC1=O	151.4%[activator]	-19.7%
COCCCNC(=O)Cn1cnc2c(NCc3ccccc3)ncnc21	-7.9%	-3.1%
COc1cc(NC(=O)[C@H]2O[C@@H](n3ccc(N)nc3=O)[C@H](O)[C@@H]2O)cc(OC)c1OC	6.7%	0.1%
COc1ccc(-n2ncc(C(C)NS(=O)(=O)c3cc(C)sc3C)c2C)cc1 (stereo not given)	17.8%	-7.5%
CN1OC[C@@H]2CN(C(=O)CCc3ccccc3)[C@H](c3cccc(Oc4ccccc4)c3)C[C@@H]21	-9.9%	2.0%
O=C(Nc1cccc(C(F)(F)F)c1)Nc1ccc2nc([C@@H]3O[C@H](CO)[C@@H](O)[C@H](O)[C@H]3O)[nH]c2c1	-1.0%	-2.2%
COc1cccc(-c2cnc3c(NC=O)cc(-c4ccc(S(C)(=O)=O)cc4)cn23)c1	54.2%[activator]	-4.5%
COc1ccc(-c2ccc3c(c2)C2CC3CCN2C(=O)C2CCCCC2)cc1 (stereo not given)	-3.6%	-1.2%
CCC1(CCC(C)C)C(=O)NC(=S)NC1=O	0.0%	4.5%
CC(C)c1ccc(NC(=O)C2C3C=CC(CC3)C2C(=O)O)cc1 (stereo not given)	-6.0%	-13.8%
Cc1cc(C)cc(C(=O)OCC(=O)NCc2ccco2)c1	-9.9%	-3.2%
CCCN(CCC)Cc1cc(=O)oc2cc(C)c(Cl)cc12	9.7%	-2.7%
O=C1[C@H]2[C@@H](c3ccccc3)N[C@]3(CCCN(CC4CCCCC4)C3=O)[C@H]2C(=O)N1Cc1ccccc1	-1.1%	0.7%
COC(C/C=C/[C@@H](O)[C@H](C)OCc1ccccc1)OC	-1.4%	-6.5%
Nc1ncnn1Cc1ccccc1	-13.4%	1.3%
Cc1ccc(S(=O)(=O)NC(CC(=O)OCc2ccccc2)C(=O)OCc2ccccc2)cc1 (stereo not given)	4.6%	-12.0%
CCC(=O)N1Cc2cc(C(=O)NCCOC)nc(-c3cccc(-c4ccc(C#N)cc4)c3)c2[C@H]1CCO	3.4%	0.4%
CCCOc1ccc(N2C(=O)CC(NCCCN3CCC(C(N)=O)CC3)C2=O)cc1 (stereo not given)	29.8%	-7.6%
CNc1cnc(-c2cc(OC)c(OC)c(OC)c2)cn1	3.3%	2.7%
CCc1nc2ccc(C(=O)NCCNC(C)=O)cn2c1N(C)CCCc1ccccc1	13.5%	2.3%
CCCCCOc1ccc(C(=O)CCC(=O)NC(C)c2ccc(S(N)(=O)=O)cc2)cc1 (stereo not given)	-2.6%	8.5%
COc1ccc2nc3n(c(=O)c2c1)-c1ccc(Cl)cc1C(=O)NC3Cc1ccc(O)cc1 (stereo not given)	16.3%	-2.0%
CCOc1ccc(/C=N/Nc2cc(N3CCOCC3)ncn2)c(O)c1	57.1%[activator]	-8.4%
O=C(c1ccc(Br)o1)N1CC=C(c2ccccc2)CC1	u	7.7%
CC(C)N(C(=S)Nc1ccc(S(=O)(=O)N2CCOCC2)cc1)c1ccccc1	-0.5%	-4.0%
Cc1ccc2c(c1C)-c1c(ccc(C)c1C)C(=O)C2=O	-29.2%	1.0%
CCOC(=O)N1C(=O)NC(=O)C1c1ccc(Cl)cc1 (stereo not given)	-4.5%	0.9%
Cn1nc(C(C)(C)C)cc1C(=O)N1CCCC(c2cc(C(=O)Nc3ccccc3Cl)no2)C1 (stereo not given)	-6.4%	3.3%
COc1ccc(-c2nn(-c3ccccc3)cc2CNC[C@H]2O[C@@H](n3ccc(=O)[nH]c3=O)[C@H](O)[C@@H]2O)cc1	10.8%	4.1%
CC1CCCC(NC(=O)Cn2cc(Br)ccc2=O)C1C (stereo not given)	-0.5%[11.6 µM]	-12.9%
O=C(OCC(=O)c1c[nH]c2ccccc12)c1ccc(F)c(S(=O)(=O)N2CCOCC2)c1	-12.2%	-1.2%

Bioassay records: PubChem BioAssay, National Center for Advancing Translational Sciences (NCATS)
